High-throughput results as filed in PubChem.
PostGolgi yeast: growth inhibition of a yeast mutant, post-Golgi transport screen | post-Golgi transport phenotypic cell assay | actives 0.9% (n = 98,000) | inhibition, % at 10 µM;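 note: yeast cells grown in 1536-well plates; yeast grown about 18 h at 30C before absorbance read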
sEH activator: increases human soluble epoxide hydrolase activity; AID 717; P34913; activation, % at 2 µM; purified human sEH enzymatic activity, activator screen; actives 0.04% (n = 91,000); in the data active = activation above about 37%; note: values of inactives mirror those of a sister screen read the other way
PostGolgi ctrl: yeast control strain growth, post-Golgi counter-screen | actives 5% (n = 98,000) | efflux-deficient yeast background strain, growth absorbance A615, 16 h | inhibition, % at 10 µM
S1P2 antag: blocks the human S1P2 receptor | O95136 | cell-based S1P2 antagonist assay, inhibition at 5 uM | inhibition, % at 5 µM | actives 0.21% (n = 97,000); in the data active = inhibition above about 45%;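 note: CRE beta-lactamase reporter cells expressing human S1P2 stimulated with S1P; 0% = agonist at EC80 alone and 100% = agonist plus reference antagonist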
Target sequence (O95136 whole entry, looked up): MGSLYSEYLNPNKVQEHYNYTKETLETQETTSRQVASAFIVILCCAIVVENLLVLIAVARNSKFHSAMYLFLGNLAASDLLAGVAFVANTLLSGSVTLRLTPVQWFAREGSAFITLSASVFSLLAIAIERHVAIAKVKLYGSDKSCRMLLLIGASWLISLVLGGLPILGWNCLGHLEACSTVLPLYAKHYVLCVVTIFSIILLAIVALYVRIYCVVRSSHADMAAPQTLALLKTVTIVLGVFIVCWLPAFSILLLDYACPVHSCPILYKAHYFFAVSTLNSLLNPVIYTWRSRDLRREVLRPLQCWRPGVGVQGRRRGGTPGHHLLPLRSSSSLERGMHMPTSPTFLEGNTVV
DAT uptake mod: changed human dopamine transporter uptake under cocaine IC80 | actives 1.3% (n = 110,000) | LLC-PK1 hDAT cells, [14C]-dopamine uptake with cocaine IC80; actives deviate in either direction | B-score at 10 µM | Q01959;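 active = Z score or B-score, a plate-position-corrected score, falls beyond the plate's 99.7% confidence bounds, in either direction; inactive = both scores lie inside the 99.7% bounds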;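 note: scored against the spread of the other compound wells on the same plate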
S1P2 agonist: activates the human S1P2 receptor. S1P2-expressing cell line, agonist reporter read-out. actives 0.46% (n = 97,000). activation, % at 4.5 µM. AID 729. O95136; in the data active = activation above about 16%;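 note: 0% = vehicle low control and 100% = maximal reference agonist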
sEH inh: inhibitors of human soluble epoxide hydrolase. inhibition, % at 2 µM. actives 0.34% (n = 91,000). recombinant human sEH enzymatic activity assay. P34913; in the data active = inhibition above about 80%; note: values of inactives mirror those of a sister screen read the other way; many of its hits are not listed in these tables
CYP2C19 activ: activators of human cytochrome P450 2C19 | P33261 | recombinant CYP2C19, luciferin-H EGE luminescence; active compounds read high; 0 = fully inhibited enzyme, 1 = untreated enzyme | activation factor at 5 µM | 96,000 tested, under 10 active | AID 1025;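 active = activation factor of at least 2 at 5 µM in the primary screen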;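 note: 0 = wells with 2.5 mM tranylcypromine and 1 = vehicle-only wells; values of inactives mirror those of a sister screen read the other way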
Target sequence (P33261 whole entry, looked up): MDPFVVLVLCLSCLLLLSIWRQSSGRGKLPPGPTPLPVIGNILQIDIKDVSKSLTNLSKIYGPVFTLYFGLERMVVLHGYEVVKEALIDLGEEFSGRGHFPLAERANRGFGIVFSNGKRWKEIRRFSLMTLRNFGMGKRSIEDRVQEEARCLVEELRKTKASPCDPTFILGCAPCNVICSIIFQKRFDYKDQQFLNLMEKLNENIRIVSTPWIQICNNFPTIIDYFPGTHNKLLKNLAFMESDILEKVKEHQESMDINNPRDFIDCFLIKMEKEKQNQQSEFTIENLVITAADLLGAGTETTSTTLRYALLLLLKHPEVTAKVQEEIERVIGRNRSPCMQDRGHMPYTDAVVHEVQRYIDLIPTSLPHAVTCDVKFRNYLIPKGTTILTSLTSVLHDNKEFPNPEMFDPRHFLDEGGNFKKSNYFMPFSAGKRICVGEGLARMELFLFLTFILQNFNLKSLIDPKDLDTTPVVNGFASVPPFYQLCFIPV
CYP2C19 inh: inhibitors of human CYP2C19 | actives 21% (n = 96,000) | CYP2C19 Supersomes, luciferin-H EGE luminescence, 30 min | P33261 | AID 778 | inhibition, % at 5 µM;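 active = CYP2C19 inhibition above a set limit at 5 µM in the primary screen, cut at about 50% in these data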;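 note: plate controls were negative control wells for no effect and 2.5 mM tranylcypromine positive control for full effect; values of inactives mirror those of a sister screen read the other way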
* marks the source's active call; other numbers are inactive results; . = not tested or not shown. Cut-off read from the data, not from the text of the source, unless noted: active = inhibition above about 30%; inactive = the rest. Hits appear at their usual frequency; overall some 24% were active at least once.

SMILES	PostGolgi yeast	sEH activator	PostGolgi ctrl	S1P2 antag	DAT uptake mod	S1P2 agonist	sEH inh	CYP2C19 activ	CYP2C19 inh
CC1(C)OC(C(N)=O)C(C(N)=O)O1 (centres undefined)	-3	7	-1	-3	-0.2	-3	-6	1	-5
COc1ccc(C2=C(C)CC(C)(C)NC2=O)cc1OC	2	-4	3	12	-0.13	-5	4	1.1	-8
Cc1cc(C)c(C)c(OCC(=O)N2CCOCC2)c1	-9	1	6	-26	-0.19	3	2	0.3	67*
Cc1cc(C(F)F)n2nc(C(=O)Nc3cccc(C(F)(F)F)c3)nc2n1	1	0	-3	7	0.024	-4	4	0.9	6
COc1ccc(-n2c(-c3ccccc3)nc(=S)c3c2CCCC3)cc1	0	-6	64*	8	.	-5	8	1.1	-13
CCOC(=O)c1c(-c2ccncc2)csc1N	-1	-2	5	-21	0.81	-4	0	0.5	49
CCOc1ccc(C(C)(C)C)cc1S(=O)(=O)n1nc(C)cc1C	.	-10	.	-15	-0.71	-5	15	.	.
COc1ccc(OC)c2sc(NC(=O)c3ccc(Br)s3)nc12	7	.	14	.	0.031	.	.	1.1	-7
CCOC(=O)c1sc(N)c(C#N)c1CSc1nnc(C2CC2)n1N	-1	12	2	-4	0.037	-5	-13	0.1	88*
CCc1ccc(N2C(=O)Cc3c2nc(N)c(C#N)c3N)cc1	-2	3	2	4	-0.41	-6	-5	1.2	-16
CC(C)(C)NC(=O)c1ccnc(C(C)(C)C)c1	-1	3	5	12	0.33	-3	-2	0.5	52*
CCN(CC)C(=O)Cn1ncc2c1-c1ccccc1OC2	2	-8	2	-12	-0.21	-5	7	0.9	5
Cc1cnc(NC(=O)CSc2ccc(Cl)cc2)s1	5	-18	20	-13	-0.1	-3	18	0.3	69*
O=C(c1nsc(Cl)c1Cl)N1CCCCC1	2	7	5	16	0.077	-8	-9	0.9	12
CC(=O)c1c(C(C)=O)c(C)n(NC(=O)c2ccccc2O)c1C	0	-3	-3	10	-0.66	-3	5	1.1	-12
CC(=O)c1cnc(Nc2nc(C)c3ccccc3n2)nc1C	-2	8	-1	13	.	-2	-10	0.9	12
COc1ccc(N2CCN(CCNC(=O)CCNS(=O)(=O)c3cccs3)CC2)cc1	14	.	2	.	-0.68	.	.	1.1	-14
CC(=O)CC1(O)C(=O)N(CN2CCN(c3ccccc3)CC2)c2ccccc21 (centres undefined)	-6	5	-6	3	-0.48	-6	-8	0.9	13
COc1ccc(CN(C(=O)Cn2nnc3ccccc32)C(C(=O)NC(C)(C)C)c2ccco2)cc1 (centres undefined)	7	-8	1	-13	-1	-8	6	1	-1
CC(c1ccccc1)n1cnc2ccccc21 (centres undefined)	2	.	-2	.	0.055	.	.	0.6	37
CN1C(=S)SC(N(O)C(=O)NC2CCCCC2)C1(C)C (centres undefined)	5	-18	4	16	-1	-7	19	0.9	8
COc1ccc2c(=O)c3c(=O)n(Cc4ccco4)c(-c4ccco4)nc3oc2c1	-2	-1	10	-5	1	-2	0	1	1
Cn1c(CCNC(=O)c2ccc(Cl)cc2)n[nH]c1=S	-8	15	-4	-8	1.2	-5	-15	1	-2
C=C(C)Cn1c(N2CCC(Cc3ccccc3)CC2)nc2c1c(=O)[nH]c(=O)n2C	12	4	54*	11	.	-7	0	.	.
CCC1(CC)N([O-])C(C)=C(c2ccccc2)[N+]1=O	0	17	2	9	-0.28	-3	-17	1	1
O=C1/C(=N/n2cnnc2)c2ccccc2N1Cc1ccccc1	-2	9	4	-19	0.69	-2	-9	0.4	63*
COC(=O)Cn1cnc2c(C#N)c3n(c2c1=O)CCCCC3	0	8	-3	-17	-0.54	-3	-9	0.9	14
CCCCSc1nnc(-c2ccc(C)cc2)o1	-3	0	6	5	0.8	-3	0	0.5	49
CCOC(=O)CCC(=O)Nc1ccc(S(=O)(=O)N2CCCC2)cc1	0	-2	6	2	0.27	-3	3	1	3
Cc1cc(C)n(-c2ncnc3sc4c(c23)CC(C)CC4)n1 (centres undefined)	-19	-5	29	5	0.23	-3	2	0.1	88*
OC(CNCc1ccc(F)cc1)(c1ccccc1)c1ccc(F)cc1 (centres undefined)	-6	-3	-2	7	0.2	-7	6	0.7	33
Cc1ccc(-c2nnc(N3CCN(C(=O)Cn4c(=O)n(C)c5ccccc54)CC3)c3ccccc23)cc1	-1	1	5	14	.	0	-1	0.8	16
CCc1[nH]c(C)c(C(C)=O)c1C	3	6	6	12	-0.22	-3	-8	0.8	20
Cc1ccc(C)c2[nH]c(=O)c(CCNC(=O)c3ccc4c(c3)OCO4)cc12	-2	-4	28	-16	-0.45	-4	7	0.9	11
CC(C)Oc1ccc(N2C(=O)c3ccccc3C2=O)cc1	-4	3	12	5	0.26	-1	-4	1	2
COc1ccc(C2=NOC(C(=O)NCc3ccccn3)C2)cc1OC (centres undefined)	-5	10	14	-29	-0.096	-3	-12	1	-2
CCOC(=O)N1CCN(c2c(Nc3ccc4c(c3)OCCO4)c(=O)c2=O)CC1	-4	-10	.	12	-2.1	-3	10	0.9	11
CCN1C=C(Cc2ccccc2C)C2=C(C1)C(c1ccccc1C)C(C#N)=C(N)O2 (centres undefined)	-3	-9	3	-15	1.7	-2	8	0.1	85*
CCCOc1cccc(CN2CCCCC2c2cccnc2)c1 (centres undefined)	-2	-8	15	2	-0.039	-6	10	0.1	92*
CN(C)c1ccc2c(c1)OC(N)=C(C#N)C2c1cccc(F)c1 (centres undefined)	-3	.	37*	.	-2.1	.	.	0.1	92*
CCOC(=O)c1cnc(SCC(=O)Nc2ccc(NC(=O)CC)c(OC)c2)nc1N	-8	-2	-1	2	-0.97	-7	2	0.8	20
CC1CCc2c(C(=O)Nc3nccs3)csc2C1 (centres undefined)	-4	7	0	-4	-0.025	-4	-8	0.9	14
Cc1ccc(CNC(=O)c2ccc(Cl)cc2[N+](=O)[O-])cc1	-4	-9	3	5	-1.2	-6	14	0.8	18
COc1ccc(Cl)cc1C(=O)NNC(=O)c1cccnc1	-1	-1	-2	5	-0.11	-4	2	1	-3
O=C(CC1COc2ccccc2O1)NCc1ccccc1 (centres undefined)	7	-2	6	4	-0.093	-7	7	.	.
CCc1ccc2nc(-c3cccc(C)c3)nc(SCC(=O)NCC3CCCO3)c2c1 (centres undefined)	8	-4	14	-1	-0.11	1	2	0.4	60*
Cc1ccccc1-n1c(=O)cc(N2CCC3(CC2)OCCO3)[nH]c1=O	.	-18	.	-13	-0.039	-2	18	.	.
O=C(Nc1cccc(S(=O)(=O)C(F)F)c1)c1ccc(Cl)c(S(=O)(=O)N2CCOCC2)c1	-12	.	21	.	-0.14	.	.	1.1	-12
COc1cc(NC(=O)c2cccs2)cc(OC)c1	13	-4	9	21	0.29	-9	2	0.8	23
N#CCCn1c(SCC(=O)c2c[nH]c3ccccc23)nc2ccccc21	2	1	2	8	0.22	-5	-2	0.3	70*
S=c1nc2ccccc2c2nc(-c3ccccc3)[nH]n12	7	13	44*	23	.	0	-14	1	-4
CS(=O)(=O)N(CC(=O)NCc1ccccn1)c1ccc2c(c1)OCCO2	6	-8	-13	9	0.56	-4	3	1.1	-14
Cc1ccc(C(=O)N2CCCC(c3nc4c(nnn4Cc4ccccc4)c(=O)[nH]3)C2)cc1 (centres undefined)	23	-26	-1	-13	1.9	3	25	0.9	10
O=C(COc1ccc(Br)cc1)N1CCC(c2ccccc2)C1 (centres undefined)	-11	-4	4	12	1.3	-2	3	0.1	88*
COc1ccc(CN2CCn3ncc(C(=O)Nc4cccc(C)c4)c3C2=O)cc1	-9	-12	-4	14	-0.18	-14	12	1	-4
O=C1Cc2ccccc2N1c1c(Cl)cccc1Cl	.	2	.	-11	-0.29	-7	1	.	.
COc1ccc(NC(=O)c2ccco2)c(NC(=O)Cc2cccs2)c1	-9	-6	-11	-14	-2.3	-2	9	0.6	40
CNCCCOc1ccc(C)cc1Br	-5	5	6	-12	0.13	-1	-2	0.9	6
Cc1ccccc1C(O)c1ccncc1 (centres undefined)	7	0	-3	-7	-1.3	-4	-1	0.3	68*
Cn1c(N2CCOCC2)nc(-c2ccccc2)c1-c1ccccc1	-2	10	11	36	0.53	0	-10	0.9	6
Further records
SMILES	PostGolgi yeast	sEH activator	PostGolgi ctrl	S1P2 antag	DAT uptake mod	S1P2 agonist	sEH inh	CYP2C19 activ	CYP2C19 inh
CC(C)OC(=O)C(NC(=O)c1ccccc1)=C1CCCCC1	-3	2	3	-24	-0.57	-1	-2	0.9	14
COc1ccc(C(=O)CSc2nnc(CNc3ccc(C)cc3C)o2)cc1	-5	-11	18	9	0.2	-2	16	1	-1
O=C(Nc1nnc(C2CC2)s1)c1cc(-c2ccccc2)nn1-c1ccccc1	39*	.	25	.	0.55	.	.	0.8	21
CCSCCC(NC1=CC(=O)CC(C)(C)C1)C(=O)O (centres undefined)	-4	7	14	-1	-0.24	-4	-1	0.9	11
COc1ccc(NC(=O)Cn2cccc2)c(OC)c1	-1	18	-1	8	-0.16	-5	-17	0.6	37
CN(C)CCNC(=O)Nc1ccc(Cl)c(Cl)c1	-3	-4	5	18	-0.091	-3	6	0.5	48
CN(C)S(=O)(=O)c1cccc(-c2nnc(SCc3ccc4c(c3)OCCO4)o2)c1	-2	.	11	.	1.4	.	.	0.4	64*
O=C(CCN1CCc2ccccc2C1)Nc1ccccc1F	2	13	-1	8	-0.99	-5	-15	.	.
COC(=O)c1cccc(NC(=O)Cc2coc3cc(OC)ccc23)c1	-4	-4	1	13	0.49	-4	4	.	.
COc1cc(C(=O)OC(C)CN2CCN(C)CC2)cc(OC)c1OC (centres undefined)	-3	.	4	16	-0.12	-6	.	1	0
COc1cc(Cl)c(S(=O)(=O)N2CC(C)OC(C)C2)cc1Cl (centres undefined)	3	21	-1	11	0.69	-2	-17	0.2	84*
O=C1c2cccnc2C(O)N1Cc1ccc(F)cc1 (centres undefined)	.	5	.	18	-1.4	-5	-5	.	.
Cc1ccc(/C=N/n2c(C)nnc2C)s1	-2	8	-3	-4	-0.54	1	-5	1	1
COc1ccc(NC(=O)C23CCC(C)(C(=O)O2)C3(C)C)cc1 (centres undefined)	-3	0	5	14	-0.35	-7	3	1	-2
Cc1cccc(NC(=O)C2CC(O)CN2C(=O)OCc2ccccc2)c1 (centres undefined)	-1	.	3	13	-0.75	-5	.	0.7	27

Compound profiles, as listed above:
`CCSCCC(NC1=CC(=O)CC(C)(C)C1)C(=O)O` (centres undefined) across the screens: PostGolgi yeast = -4; sEH activator = 7; PostGolgi ctrl = 14; S1P2 antag = -1; DAT uptake mod = -0.24; S1P2 agonist = -4; sEH inh = -1; CYP2C19 activ = 0.9; CYP2C19 inh = 11
`Cc1ccc(/C=N/n2c(C)nnc2C)s1` across the screens: PostGolgi yeast = -2; sEH activator = 8; PostGolgi ctrl = -3; S1P2 antag = -4; DAT uptake mod = -0.54; S1P2 agonist = 1; sEH inh = -5; CYP2C19 activ = 1; CYP2C19 inh = 1
`COC(=O)c1cccc(NC(=O)Cc2coc3cc(OC)ccc23)c1` across the screens: PostGolgi yeast = -4; sEH activator = -4; PostGolgi ctrl = 1; S1P2 antag = 13; DAT uptake mod = 0.49; S1P2 agonist = -4; sEH inh = 4; CYP2C19 activ = .; CYP2C19 inh = .

(continued)
SMILES	PostGolgi yeast	sEH activator	PostGolgi ctrl	S1P2 antag	DAT uptake mod	S1P2 agonist	sEH inh	CYP2C19 activ	CYP2C19 inh
Cc1cc(N2C(=O)CC(N3CCN(C(c4ccccc4)c4ccccc4)CC3)C2=O)no1 (centres undefined)	4	-2	3	-4	-0.71	-2	2	0.2	78*
O=C(CSc1nnnn1-c1ccc(F)cc1)NC1CCCCC1	0	-26	0	-13	0.0025	-6	25	0.7	30
Cc1onc(-c2ccccc2Cl)c1C(=O)Nc1ccccc1	.	2	.	-7	0.17	-2	2	.	.
c1ccc(CSc2nnc(-c3ccco3)n2Cc2ccco2)cc1	21	-1	23	7	-0.17	-6	2	0.2	78*
COc1ccccc1N1CCN(S(=O)(=O)c2ccc3c4c(cccc24)C(=O)N3)CC1	-6	.	13	.	0.097	.	.	0.7	31
CC(=O)NC1(C2CCCCC2=O)CCCCC1 (centres undefined)	-4	8	16	18	-0.65	-9	-10	0.8	20
